PTHR1 agonist – activates the human parathyroid hormone receptor PTHR1; Q03431; 410,000 compounds, 0.075% hits; HEK293 GP2 PTHR1 cells, GloSensor cAMP luminescence, 1 h; Potency, µM (highest dose often 115 µM), without a hit: at the highest dose activation, hits mostly activators; AID 743266; also: potency is read from the fitted curve at half-maximal effect; nearly all actives have a fitted effect of over 55% in size; some results filed as inactive show a strong effect at the top dose; inactives centre near -15; many of its hits are not listed in these tables
Target sequence (Q03431 whole entry, looked up): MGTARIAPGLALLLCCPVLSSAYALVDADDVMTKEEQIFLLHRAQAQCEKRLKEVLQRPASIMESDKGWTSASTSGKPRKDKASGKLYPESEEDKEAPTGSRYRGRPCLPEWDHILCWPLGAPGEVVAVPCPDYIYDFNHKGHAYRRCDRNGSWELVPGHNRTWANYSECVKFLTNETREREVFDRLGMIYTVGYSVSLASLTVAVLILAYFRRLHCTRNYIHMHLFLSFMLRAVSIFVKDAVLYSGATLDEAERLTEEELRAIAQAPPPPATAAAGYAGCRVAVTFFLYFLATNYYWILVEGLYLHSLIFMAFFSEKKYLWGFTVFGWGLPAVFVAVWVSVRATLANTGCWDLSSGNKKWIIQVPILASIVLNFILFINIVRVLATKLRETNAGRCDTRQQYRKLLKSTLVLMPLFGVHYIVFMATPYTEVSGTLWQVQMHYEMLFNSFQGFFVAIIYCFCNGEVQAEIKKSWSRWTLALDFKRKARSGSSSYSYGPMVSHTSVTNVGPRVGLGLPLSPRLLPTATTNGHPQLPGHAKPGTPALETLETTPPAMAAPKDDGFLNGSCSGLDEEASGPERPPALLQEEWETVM
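HEK-293-derived GP2 cells expressing PTHR1 and a GloSensor cAMP reporter, 3,000/well, plated overnight, given luciferin plus IBMX (each 0.5 mM as added) for 1 h at 37 °C, then compound for 1 h at 37 °C. Luminescence was read after 15 min at room temperature.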
GLP1R cytotox – cytotoxicity in counter-screen for GLP-1R inverse agonists. HEK293 cAMP-luciferase reporter cells, luminescence, 24 h. Potency, µM (titrated, usually from 38.3 µM), for the others: at the highest dose activity change, negative = inhibition, actives largely listed as inhibitors. 410,000 compounds, 0.13% hits. AID 624418;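 also: loss of luciferase light is scored as toxicity; potency is read from the fitted curve at half-maximal effect; % is scaled to controls: 0 for no effect and ±100 for the full control effect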
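Luminescence readout: signal drop marks cytotoxicity. Plated cells grew 12 h at 37 °C, 5% CO2, received 23 nL compound for 24 h, then got luciferase reagent, read after 12 min at RT.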
GLP1R inv ag – acts as inverse agonist at human GLP-1 receptor; 410,000 compounds, 1.6% hits; HEK293 GLP-1R CRE-luciferase, luminescence, 24 h; GLP-1R form is constitutively active; Potency, µM (series often up to 38.3 µM), for the others: top-dose activity change, negative = inhibition, actives largely listed as inhibitors; P43220; AID 624417; also: potency is read from the fitted curve at half-maximal effect; % is scaled to controls: 0 for no effect and ±100 for the full control effect; nearly all actives have a fitted effect of over 55% in size
Target sequence (P43220 whole entry, looked up): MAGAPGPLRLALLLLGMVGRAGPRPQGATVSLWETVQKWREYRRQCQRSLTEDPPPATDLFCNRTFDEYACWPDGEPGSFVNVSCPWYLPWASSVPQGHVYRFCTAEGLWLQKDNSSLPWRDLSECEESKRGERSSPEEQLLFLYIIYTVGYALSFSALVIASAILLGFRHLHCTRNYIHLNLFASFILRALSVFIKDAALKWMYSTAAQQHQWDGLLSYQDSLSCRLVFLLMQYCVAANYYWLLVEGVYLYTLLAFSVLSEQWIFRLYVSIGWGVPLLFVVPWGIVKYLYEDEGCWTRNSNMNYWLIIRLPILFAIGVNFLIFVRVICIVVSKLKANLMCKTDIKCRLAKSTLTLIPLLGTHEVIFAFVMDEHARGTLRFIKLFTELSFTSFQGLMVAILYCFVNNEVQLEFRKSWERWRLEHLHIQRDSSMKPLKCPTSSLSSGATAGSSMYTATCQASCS
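Inverse agonism was detected as reduced cAMP-driven luciferase luminescence after 24 h compound treatment. The cells were HEK293 clones expressing constitutively active human GLP-1R with the reporter. Reporter-only and GPR119 cell lines served as counterscreen controls.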
Akt phos inh – Akt phosphorylation inhibition | Neuro2A IGF-stimulated pAkt S473 HTRF, 20 min; hits give low values | activity change, % for hits at 50 µM | 360,000 compounds, 0.32% hits | AID 651550; in the data active = activity change below about -80%; inconclusive = mostly about -51% to -80%; also: % is scaled to controls: 0 for no effect and ±100 for the full control effect
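Neuro2A cells (4,500/well, DMEM with 0.5% FBS) were treated with compound at a single 50 µM final concentration, stimulated with 6 nM IGF for 20 min at 37 °C, and lysed. Phospho-Akt Ser473 was read by HTRF as 665/615 ratio ×10^4.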
TDP-43 yeast inh – TDP-43 toxicity inhibition in yeast | TDP-43 expressing yeast growth rescue, BacTiter-Glo, 24 h | Potency, µM (series often up to 46.1 µM), without a hit: top-dose growth rescue (activation), usual class: activators | 410,000 compounds, 1.8% hits; also: potency is read from the fitted curve at half-maximal effect; % of control where 0% means no effect; nearly all actives have a fitted effect of over 50% in size
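Yeast expressing TDP-43 (pregrown in raffinose, seeded at OD600=0.02 in galactose medium) exposed to compounds 24 hr at 30 deg C. Growth read by BacTiter-Glo luminescence; rescue of toxicity appears as increased signal.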
aSyn yeast inh – inhibitors of alpha-synuclein toxicity in yeast; Yeast expressing alpha-synuclein, growth rescue, BacTiter-Glo, 24 h; Potency, µM (titrated, usually from 46.1 µM), for inactives: at the top dose growth rescue (activation), actives largely listed as activators; 370,000 compounds, 0.14% hits; AID 652106; also: potency is read from the fitted curve at half-maximal effect; % of control where 0% means no effect; nearly all actives have a fitted effect of over 65% in size
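Galactose-induced alpha-syn yeast (OD600=0.02, raffinose-pregrown) + pinned cpd, 24 hr, 30 deg C; growth by BacTiter-Glo luminescence. Growth restoration scores as activation.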
Abeta rescue – compounds reversing amyloid beta toxicity in yeast | 410,000 compounds, 0.063% hits | Potency, µM (series often up to 46.1 µM), for inactives: at the top dose growth rescue, actives largely listed as activators | yeast expressing A-beta42, growth rescue, OD600, 48 h; response scale: 0% DMSO, 100% iron-clioquinol control; also: potency is read from the fitted curve at half-maximal effect; nearly all actives have a fitted effect of over 55% in size
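Yeast growth medium received pinned compounds, then yeast cells expressing toxic A-beta were added; plates incubated at 30 C for 48 hr. Growth read as absorbance at 600 nm, normalized to DMSO and equimolar FeCl3 plus clioquinol controls.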
Mm-Cpn inhibitor – M. maripaludis TRiC chaperonin inhibition; purified Mm-Cpn ATPase, ADP Transcreener TR-FRET; Potency, µM (highest dose often 76.9 µM), without a hit: at the highest dose activity, negative = inhibition, usual class: inhibitors; 330,000 compounds, 0.031% hits; AID 504842; also: potency is read from the fitted curve at half-maximal effect; % is scaled to controls: 0 for no effect and ±100 for the full control effect; nearly all actives have a fitted effect of over 80% in size
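Reaction buffer contained 30 mM Tris pH 7.4, 100 mM KCl, 5 mM MgCl2 and 1 mM DTT. Mm-CPN (25 nM final) hydrolysed 10 uM ATP over 30 min at 37°C; ADP was read by HTRF.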
FUS suppressor – suppressors of FUS proteinopathy in yeast | S. cerevisiae FUS-expressing, growth rescue, OD600, 24 h | Potency, µM (top dose mostly 76.6 µM), for inactives: top-dose growth rescue (activation), usual class: activators | 390,000 compounds, 0.24% hits | AID 1347120;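 also: potency is read from the fitted curve at half-maximal effect; plate controls were DMSO vehicle for no effect and reference control for full effect; nearly all actives have a fitted effect of over 55% in size; some results filed as inactive show a strong effect at the top dose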
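Yeast FUS proteinopathy model; galactose-induced FUS (2%), starting OD 0.005. Cpds in dilution series, 24hr, 30C, 99% humidity. Abs 600 nm growth. Pos ctrl CP55940 (top 92uM final); neg ctrl DMSO.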
Starred values were filed as active, the others as inactive; i = inactive; ? = inconclusive; nt = not tested or not shown; & = joins results of further samples; [ ] = another dose, or the depositor's remark. Unless noted, calls follow the shape of the dose curve; as a rule, active = well fitted curve in the direction sought with a large enough effect; inconclusive = small, poorly fitted or top-dose-only effect, or another doubt; inactive = no such curve, though single readings can be large; an effect the other way counts as inactive or inconclusive. An excerpt; rates above refer to the full screens.

SMILES	PTHR1 agonist	GLP1R cytotox	GLP1R inv ag	Akt phos inh	TDP-43 yeast inh	aSyn yeast inh	Abeta rescue	Mm-Cpn inhibitor	FUS suppressor
Cc1nc(NS(=O)(=O)c2cccc([N+](=O)[O-])c2)sc1C(C)(C)C	-21%	-19%	?	i	16%	-2%	2%	0%	5%
COc1ccccc1CNC(=O)CCC(=O)N1C[C@H]2C[C@@H](C1)c1cccc(=O)n1C2	-17%	13%	31%[activator]	i	20%	0%	-11%	0%	-19%
O=C1N=c2ccccc2=C/C1=C\c1c(O)[nH]c(=S)[nH]c1=O	-15%	-14%	15%	i	17%	-5%	0%	1%	nt
COc1cc(-c2nc3ccc4ccccc4c3c3c2CCC3)cc(OC)c1O	i	?	?	i	23%	?	-62%[inhibitor]	0%	nt
CC(=O)OC1CCC2(/C=N/O)C(=CCC3C4CCC(=O)C4(C)CCC32)C1 (stereo unspecified)	-3%	-1%	0%	i	18%	9%	-12%	2%	6%
Cc1ccc2c(c1)C(c1ccccc1)NCC(=O)N2 (stereo unspecified)	i	1%	4%	i	22%	2%	10%	0%	-2%
Cc1cc(OCC(=O)NCC2CCC(C(=O)O)CC2)c2c3c(c(=O)oc2c1)CCC3 (stereo unspecified)	9%	-13%	0%	i	17%	4%	-7%	1%	1%
CCOP(=O)(OCC)/C(C#N)=C/c1ccc(-c2ccc(F)cc2F)o1	-33%[inhibitor]	8%	3%	i	13%	2%	3%	1%	21%
CC1N=C(c2ccccc2)c2cc(Br)ccc2NC1=O (stereo unspecified)	-3%	3%	-21%	i	-8%	-1%	-24%	0%	23%
O=C(N/N=C/c1c(O)n(Cc2ccc(F)cc2)c(=O)[nH]c1=O)c1ccccc1O	-7%	3%[1.53 µM]	?	i	0%	-1%	-32%[inhibitor]	-1%	8%
CCOc1c(Cl)cc(CNC(C)C(O)c2ccccc2)cc1OC (stereo unspecified)	i	2%	8%	i	7%	1%	2%	0%	-19%
CC[N+]12CCC(CC1)C(=C(c1ccccc1)c1ccccc1)C2	i	78%[activator]	3%	i	7%	7%	13%	1%	nt
CC(=O)OC1N=C(c2ccccc2Cl)c2cc(Br)ccc2N(C)C1=O (stereo unspecified)	-63%[inhibitor]	-2%	-29%	i	3%	2%	-9%	1%	9%
CNC(=O)Oc1ccc2c(c1)C(=O)c1ccccc1CO2	-7%[57.5 µM]	-9%	29%	i	28%	3%	7%	2%	6%
NC(Cc1ccccc1)c1nn[nH]n1 (stereo unspecified)	i	-10%	9%	i	-8%	1%	4%	nt	1%
CCC(=NCc1cccnc1)c1c(O)n(-c2ccc(C)cc2)c(=O)[nH]c1=O	i	-7%	16%	i	14%	4%	5%	0%	22%
C#CCOc1cc(C2C3=C(COC3=O)Nc3cc4c(cc32)OCO4)ccc1OC (stereo unspecified)	16%	?	-38%	i	-18%	-17%	-24%	-5%	-12%
CCC12CN3CCN(CC(C3)/C1=N\O)C2	i	-20%	7%	i	0%	2%	13%	0%	-13%
Cc1nc2ccc(Cl)cc2c(=O)n1-c1ccccc1Cl	-12%	14%	?	i	?	10%	7%	1%	23%
O=C(CCS(=O)(=O)c1ccc(Br)cc1)N1CCC2(CC1)OCCO2	-8%	59%[activator]	4%	i	-7%	-2%	-8%	1%	-10%
CCC(=NCCCn1ccnc1)c1c(O)n(-c2ccccc2)c(=O)[nH]c1=O	i	-2%	1%	i	-2%	0%	3%	-1%	-4%
O=C(Cn1c(=O)oc2ccccc21)Nc1ccc2c(c1)OCCO2	17%	51%[activator]	1%	i	12%	6%	4%	0%	36%
CCN1CCN(c2cc(N3CCCC3)c([N+](=O)[O-])cc2F)CC1	i	?	?	i	-9%	-1%	-17%	-1%	nt
CCOc1ccc(N2C(=O)CC(=O)NC2=O)cc1	i	-17%	9%	i	14%	4%	3%	0%	18%
CC12CN3CC(C)(CN(C1)C3c1cccnc1)C2=O (stereo unspecified)	i	-4%	5%	i	-7%	-3%	3%	2%	-15%
CSC1=NC(C)(C)CC2(C)Nc3ccccc3N12 (stereo unspecified)	i	-1%	76%[activator]	i	8%	0%	-1%	-1%	-9%
Cc1cccc(C(O)(C(=O)O)c2ccccc2)c1 (stereo unspecified)	-60%[inhibitor]	0%	1%	i	-5%	0%	-8%	nt	nt
C=CCn1cc(C=C2C(=O)NC(=O)NC2=O)c2ccccc21	-20%	-5%	3%	i	10%	0%	15%	-1%	22%
C=CCn1c(N)c(C(=O)OC(C)(C)C)c2nc3ccccc3nc21	-47%[inhibitor]	nt	-20%	i	23%	?	13%	-5%	6%
Cc1ccc(C2C(S(C)(=O)=O)=C(O)C(=O)N2c2ccccc2)cc1 (stereo unspecified) (tested in a mixture with another compound)	i	5%	-2%	i	-2%	0%	-5%[9.22 µM]	-5%	-24%
COc1cccc(CN(C)C(=O)c2ccc(OCC(=O)Nc3cccc(C(F)(F)F)c3)c(OC)c2)c1	-62%[inhibitor]	?	?	i	?	3%	25%	-1%	49%
CN(C)C1(CNC(=O)Nc2ccc(Cl)c(Cl)c2)CCCCC1	i	?	4µM*	i	-9%	-1%	1%	5%	10%
O=C(c1cc(F)ccc1F)C1CCCN(Cc2cc(Cl)ccc2O)C1 (stereo unspecified)	-23%	-6%	?	i	19%	0%	3%	-1%	8%
CCOc1ccc(Cl)cc1CNCCc1ccc(F)cc1	i	-4%	?	i	4%	2%	1%	2%	3%
O=S(=O)(NCc1ccncc1)c1ccc(F)c(F)c1	-35%[inhibitor]	1%	-7%	i	23%	0%	11%	nt	-16%
CC(C)c1ccc(C2NCc3ccccc3-n3cccc32)cc1 (stereo unspecified)	i	-7%	?	i	14%	-7%	11%	0%	-16%
c1ccc2c(CN3CCCCCC3)c[nH]c2c1	i	-15%	0%	i	22%	4%	-4%	-3%	6%
COc1c(C)cc(C(=O)C2CCCN(C3CCOCC3)C2)cc1C (stereo unspecified)	i	-9%	-14%	i	-1%	0%	-13%	-12%	-3%
COc1ccc(C(=O)Nc2ccc(Cl)cc2C(=O)c2ccccc2)c(OC)c1	-12%	0%	?	nt	14%	nt	7%	nt	?
Cc1nn(Cc2ccccc2)c(C)c1C(=O)NC1CCCc2ccccc21 (stereo unspecified)	-23%	-3%[1.53 µM]	?	i	19%	1%	1%	-3%	18%
C#C[C@@]1(O)CCC2C3CCC4=C/C(=N/OCC(=O)NC(C(=O)NC(CC(C)C)C(=O)O)C(C)C)CC[C@]4(C)C3CC[C@@]21C (stereo partly specified)	-23%	-16%	97%[activator]	i	-2%	10%	4%	1%	?
COc1ccccc1OP(=O)(Nc1cccnc1)Oc1ccccc1OC	-22%	-21%	?	i	8%	1%	10%	0%	7%
CC1=C(C(=O)O)N2C(=O)C(NC(=O)CCCC(=O)O)C2SC1 (stereo unspecified)	i	-2%	-1%	i	-15%	1%	-5%	-4%	-14%
CCC1C/C(=C\c2cc(OC)c(OC)cc2OC)C(=O)/C(=C/c2cc(OC)c(OC)cc2OC)C1 (stereo unspecified)	i	?	?	i	16%	0%	15%	-2%	?
CC(C)NS(=O)(=O)c1ccc(OCC(=O)N2CCN(C)CC2)cc1	-13%	-1%	-6%	i	13%	1%	4%	3%	-25%

The closing three compounds of the section above come first, to join the parts:
SMILES	PTHR1 agonist	GLP1R cytotox	GLP1R inv ag	Akt phos inh	TDP-43 yeast inh	aSyn yeast inh	Abeta rescue	Mm-Cpn inhibitor	FUS suppressor
CC1=C(C(=O)O)N2C(=O)C(NC(=O)CCCC(=O)O)C2SC1 (stereo unspecified)	i	-2%	-1%	i	-15%	1%	-5%	-4%	-14%
CCC1C/C(=C\c2cc(OC)c(OC)cc2OC)C(=O)/C(=C/c2cc(OC)c(OC)cc2OC)C1 (stereo unspecified)	i	?	?	i	16%	0%	15%	-2%	?
CC(C)NS(=O)(=O)c1ccc(OCC(=O)N2CCN(C)CC2)cc1	-13%	-1%	-6%	i	13%	1%	4%	3%	-25%
CCC[N+]12CCC(CC1)C(=C(c1ccccc1)c1ccccc1)C2	i	-10%	7%	i	-28%	-7%	10%	1%	nt
C[C@@H]1O[C@@H](O[C@H]2C[C@@H](O)[C@]3(CO)[C@H]4[C@H](O)C[C@]5(C)[C@@H](C6=CC(=O)OC6)CC[C@]5(O)[C@@H]4CC[C@]3(O)C2)[C@H](O)[C@H](O)[C@H]1O	-22%	-31%	-90%	i	?	-1%&-6%	-4%	-2%&3%	-35%
COC(=NC1CCCC1)C(O)c1c[nH]c2ccccc12 (stereo unspecified)	i	-46%	-1%	i	0%	4%	18%	0%	32%
CCN(CC)C(=O)Oc1ccc2ccccc2c1Cl	-61%[inhibitor]	0%[1.53 µM]	?	i	12%	13%	16%	0%	17%
CN1C(=O)C(=Cc2ccc(Sc3ccccc3)o2)C(=O)N(C)C1=S	-68%	0%	-4%	i	?	12%	8%	nt	10%
CN1C(=O)NC(=O)C2(Cc3ccccc3N3CCOCC32)C1=O (stereo unspecified)	-13%[57.5 µM]	-15%	21%	i	-6%	3%	0%	0%	13%
O=C(CCc1ccccc1)N1Cc2cc(-c3cccc(F)c3)ccc2-n2nncc2C1	-25%	-3%	-25%	i	?	28%	-7%	nt	33%
